# Screening data from PubChem BioAssay.
# M4 antag = antagonists of human muscarinic M4 receptor (CHRM4). hit rate 0.73% among 360,000. inhibition, % at 3 µM. P08173. CHO-hM4 cells, ACh EC80, Fluo-8 calcium fluorescence;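 active = inhibition above its plate's cutoff, the mean inhibition of sample wells plus 3 SD, cut at about 27% in these data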;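 also: 0% = acetylcholine EC80 with DMSO and 100% = DMSO without agonist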
# OXTR potentiate = potentiates the human oxytocin receptor response | P30559 | CHO-OTR cells, Fluo-8 calcium fluorescence, potentiator mode; 0% = oxytocin EC15, 100% = EC100 | activation, % at 3 µM | hit rate 0.061% among 320,000 | AID 2445;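 active = activation above that plate's cutoff, the mean activation of tested compounds plus 3 SD, cut at about 6.6% in these data, passing the limit was not always enough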;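 also: 100% uses oxytocin at 75 nM as the full agonist control; some results filed as inactive read as strong as hits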
# Target sequence (P30559 whole entry, looked up): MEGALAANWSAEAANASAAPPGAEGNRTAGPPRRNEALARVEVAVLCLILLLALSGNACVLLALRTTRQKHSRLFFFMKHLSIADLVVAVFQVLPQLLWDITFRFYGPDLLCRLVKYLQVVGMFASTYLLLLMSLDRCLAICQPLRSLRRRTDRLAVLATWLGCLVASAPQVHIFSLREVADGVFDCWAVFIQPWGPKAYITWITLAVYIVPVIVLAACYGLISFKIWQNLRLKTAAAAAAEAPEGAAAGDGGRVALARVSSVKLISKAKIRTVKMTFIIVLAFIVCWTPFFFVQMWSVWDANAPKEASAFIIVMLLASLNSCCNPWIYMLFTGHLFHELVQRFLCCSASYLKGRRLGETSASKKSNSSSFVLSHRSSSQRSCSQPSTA
#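 System: human OTR in CHO cells; Also added: sub-maximal oxytocin, roughly EC15; Timing: compound 6 min at room temperature before oxytocin, 100 s read; Technique: Fluo-8 intracellular calcium fluorescence, ex 470-495, em 515-575 nm; Controls: oxytocin EC15 low and EC100 high; Replication: singlicate.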
# CHO parental Ca = counter-screen: ATP calcium response change in parental CHO cells. parental CHO-K1, ATP-induced calcium, Fluo-8 fluorescence. inhibition, % at 5.6 µM. hit rate 0.63% among 330,000. AID 463079;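 active = inhibition above that plate's mean sample inhibition plus 3 SD, cut at about 26% in these data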;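 also: 0% = ATP-challenged DMSO wells and 100% = DMSO wells without ATP; some compounds past the cut are filed as inactive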
#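 Test system: parental CHO cells; detection: calcium-sensitive Fluo-8 fluorescence; evaluation: percent inhibition of calcium signal; also added: ATP as calcium-mobilizing challenge; repeats: one well per compound; control set: ATP-challenged DMSO wells low, unchallenged DMSO wells high; compound: single nominal dose of 5.6 µM per compound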
# CHRM4 agonist = agonists of human muscarinic M4 receptor (CHRM4). hit rate 0.14% among 360,000. AID 624127. P08173. CHO-K1 hM4/Gqi5, Fluo-8 calcium fluorescence; vehicle 0%, full acetylcholine response 100%. activation, % at 3 µM;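 active = activation above the run mean over all test wells plus 3 SD, cut at about 32% in these data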;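 also: peak over basal fluorescence ratio per well then scaled between controls; 0% = DMSO wells and 100% = acetylcholine at EC100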
# M1 ag parental = counter-screen for M1 agonists: effect in parental CHO-K1 cells | Fluo-8 calcium fluorescence; scaled to maximal ATP response, vehicle zero | AID 602248 | hit rate 0.48% among 360,000 | activation, % at 3 µM; in the data active = activation above about 15%;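 also: untransfected CHO-K1 host cells lacking M1 receptor as counterscreen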
# M1 PAM = potentiates human M1 receptor response to acetylcholine; P11229; CHO-K1 hM1, Fluo-8 calcium fluorescence, ACh EC20; 0% = ACh EC20, 100% = maximal ACh; activation, % at 3 µM; hit rate 0.088% among 360,000; in the data active = activation above about 19%, passing the limit was not always enough
# Target sequence (P11229 whole entry, looked up): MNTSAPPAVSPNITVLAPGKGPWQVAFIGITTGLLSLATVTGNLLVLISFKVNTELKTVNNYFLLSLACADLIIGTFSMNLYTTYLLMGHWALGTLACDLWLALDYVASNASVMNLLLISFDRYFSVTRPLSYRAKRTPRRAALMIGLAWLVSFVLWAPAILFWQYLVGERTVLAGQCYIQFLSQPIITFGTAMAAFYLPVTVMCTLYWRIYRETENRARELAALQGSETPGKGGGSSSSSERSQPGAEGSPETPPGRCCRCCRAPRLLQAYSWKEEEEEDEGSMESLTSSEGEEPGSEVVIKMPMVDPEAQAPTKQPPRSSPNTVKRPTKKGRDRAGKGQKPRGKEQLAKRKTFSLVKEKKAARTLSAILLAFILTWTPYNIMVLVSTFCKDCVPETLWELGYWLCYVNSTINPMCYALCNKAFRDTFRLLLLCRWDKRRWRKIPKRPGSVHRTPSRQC
# M1 ag = human M1 muscarinic receptor agonism. P11229. CHO-K1 hM1, Fluo-8 calcium fluorescence, agonist mode; 0% DMSO, 100% acetylcholine EC100. activation, % at 3 µM. hit rate 0.33% among 360,000. AID 588814;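 active = activation above the run's mean compound activation plus 3 SD, cut at about 16% in these data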;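 also: peak over basal fluorescence ratio within a 140 s kinetic read after compound addition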
# CHO-K1 Ca antag = M1 antagonist counterscreen hit in parental CHO-K1 cells. inhibition, % at 3 µM. ATP-induced calcium, Fluo-8 fluorescence. hit rate 0.6% among 360,000. AID 602250;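 active = inhibition above a per-plate cutoff, the plate's mean sample inhibition plus 3 SD, cut at about 24% in these data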;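 also: 0% = DMSO plus EC80 ATP and 100% = DMSO alone without ATP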
# M1 antag = antagonists of human M1 muscarinic receptor; P11229; CHO-K1 hM1, Fluo-8 calcium fluorescence, ACh EC80 antagonist; inhibition, % at 3 µM; hit rate 1.3% among 360,000;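 active = percent inhibition above its own plate's cutoff, namely the mean of that plate's compound wells plus 3 SD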;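 also: peak over basal fluorescence ratio during 140 s after agonist addition; 0% = ACh EC80 plus DMSO and 100% = DMSO alone without agonist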
# Active calls of the source: *; x = no result given.
# Sample of the layout, nine compounds:
nr	molecule	M4 antag	M1 PAM	CHO parental Ca	OXTR potentiate	M1 antag
1	CC(C)C[C@@H](CN1CCCC1CN1C(=S)NC[C@@H]1Cc1ccccc1)N1C[C@H](Cc2ccccc2)N(CC2CCCCCC2)C1=S (stereo partly drawn)	-5	x	x	x	x
2	O=C(Cc1cccs1)Nc1cc(S(=O)(=O)N2CCCCC2)ccc1Cl	-17	0	-31	2	3
3	COc1ccc2c(c1)C(=O)N1[C@H]3c4cc(C)ccc4OC[C@@H]3[C@H](c3ccccc3)[C@]1(C)C(=O)N2	34*	-32	-4	-8	60*
4	COc1ccc(NS(=O)(=O)c2ccc(-c3cnc(C4CC4)o3)cc2)cc1OC	15	-12	55*	-15	34
5	Cc1cc(C(=O)NCc2ccc(Cl)cc2)n(-c2ccccc2)n1	0	2	-15	0	-3
6	CC1CCCCN1C(=O)C1CCN(S(=O)(=O)c2ccc(-n3cnnn3)cc2)CC1 (stereo not drawn)	17	4	9	-4	-10
7	CCOC(=O)C1(C(F)(F)F)N=C(c2cccnc2)OC(N2CCOCC2)=N1 (stereo not drawn)	1	6	-9	-4	-25
8	COc1ccc(C2/C=C\CN(S(=O)(=O)c3ccc(-c4ccccc4)cc3)CC(=O)N2Cc2ccc(F)cc2)cc1 (stereo not drawn)	-5	-4	x	x	15
9	Cc1ccc(-c2nnn(CC(=O)N(Cc3cccs3)C(C(=O)NC3CCCCC3)c3ccco3)n2)o1 (stereo not drawn)	-6	2	-14	-9	-5

nr	M1 ag parental	CHRM4 agonist	M1 ag	CHO-K1 Ca antag
1	-0.2	0	x	18
2	0.5	1	-3	-13
3	-0.1	-1	-8	-7
4	16*	18	2	23
5	5.9	1	0	-13
6	2.9	2	-3	5
7	3.1	1	-3	-6
8	-0.2	3	-4	-4
9	0.2	1	0	18

# The listing, from the start:
nr	molecule	M4 antag	M1 PAM	CHO parental Ca	OXTR potentiate	M1 antag
1	CC(C)C[C@@H](CN1CCCC1CN1C(=S)NC[C@@H]1Cc1ccccc1)N1C[C@H](Cc2ccccc2)N(CC2CCCCCC2)C1=S (stereo partly drawn)	-5	x	x	x	x
2	O=C(Cc1cccs1)Nc1cc(S(=O)(=O)N2CCCCC2)ccc1Cl	-17	0	-31	2	3
3	COc1ccc2c(c1)C(=O)N1[C@H]3c4cc(C)ccc4OC[C@@H]3[C@H](c3ccccc3)[C@]1(C)C(=O)N2	34*	-32	-4	-8	60*
4	COc1ccc(NS(=O)(=O)c2ccc(-c3cnc(C4CC4)o3)cc2)cc1OC	15	-12	55*	-15	34
5	Cc1cc(C(=O)NCc2ccc(Cl)cc2)n(-c2ccccc2)n1	0	2	-15	0	-3
6	CC1CCCCN1C(=O)C1CCN(S(=O)(=O)c2ccc(-n3cnnn3)cc2)CC1 (stereo not drawn)	17	4	9	-4	-10
7	CCOC(=O)C1(C(F)(F)F)N=C(c2cccnc2)OC(N2CCOCC2)=N1 (stereo not drawn)	1	6	-9	-4	-25
8	COc1ccc(C2/C=C\CN(S(=O)(=O)c3ccc(-c4ccccc4)cc3)CC(=O)N2Cc2ccc(F)cc2)cc1 (stereo not drawn)	-5	-4	x	x	15
9	Cc1ccc(-c2nnn(CC(=O)N(Cc3cccs3)C(C(=O)NC3CCCCC3)c3ccco3)n2)o1 (stereo not drawn)	-6	2	-14	-9	-5
10	COc1ccc(C(C)=O)cc1COc1ccc(-n2cnnn2)cc1	1	5	4	-17	-5
11	COc1ccc(C(=O)N[C@H](C(=O)Nc2cccc(S(=O)(=O)N3CCOCC3)c2)C(C)C)cc1	-12	17	x	x	-19
12	CCN1CCCC1CNC(=O)c1ccc(N2CCOCC2)c(NS(=O)(=O)c2ccc(OC)cc2)c1 (stereo not drawn)	-3	-6	0	-14	1

nr	M1 ag parental	CHRM4 agonist	M1 ag	CHO-K1 Ca antag
1	-0.2	0	x	18
2	0.5	1	-3	-13
3	-0.1	-1	-8	-7
4	16*	18	2	23
5	5.9	1	0	-13
6	2.9	2	-3	5
7	3.1	1	-3	-6
8	-0.2	3	-4	-4
9	0.2	1	0	18
10	-0.3	2	8	10
11	-0.3	1	-1	-8
12	0.4	1	-16	-12

# Next section
nr	molecule	M4 antag	M1 PAM	CHO parental Ca	OXTR potentiate	M1 antag
13	COc1ccccc1CN1CCN(S(=O)(=O)c2ccc(C)cc2)CC1	-7	0	-10	5	-1
14	Cc1cc(C)n2nc(CCCO)nc2n1	3	11	0	3	-8
15	COc1ccc(CCNC(=O)CCCc2nnc3n(C)c(=O)c4sccc4n23)cc1OC	1	6	-10	-7	-8
16	COc1ccc(F)cc1S(=O)(=O)Nc1ccc(C)cc1	-4	-8	-16	-2	5
17	O=C(NCCC1=CCCCC1)c1cc(COc2c(F)cccc2F)on1	-1	-10	-24	-3	14
18	Clc1ccc2nnc(Cl)n2n1	-15	14	2	1	-6
19	NC(=O)C1CCN(Cc2nc(-c3cccs3)no2)CC1	-6	8	4	-9	-16
20	Cc1ccc(Cn2c(S(=O)(=O)O)nc3ccccc32)cc1	-11	9	-3	-13	-7
21	O=C(COc1ccc(Br)cc1Cl)NCCCN1CCOCC1	-3	8	-6	-3	-8
22	Cc1c(C(=O)NC(C)C2CC3CCC2C3)cccc1[N+](=O)[O-] (stereo not drawn)	0	2	-7	-2	-10
23	CCOc1ccc(C(=O)NCCN(C)C)cc1	11	4	-9	-9	-10
24	COCc1cc(C)nc(Nc2ccc(C)cc2C)c1C#N	-1	0	-8	4	0

nr	M1 ag parental	CHRM4 agonist	M1 ag	CHO-K1 Ca antag
13	0.9	5	-5	-4
14	0.2	0	-3	-9
15	0.4	0	-7	-3
16	0.4	1	-8	-4
17	-0.4	1	-5	-5
18	0.1	2	-3	-2
19	0.6	0	-1	-12
20	-0.1	1	-1	2
21	0.3	1	-4	-4
22	1.2	1	-6	-12
23	0.8	0	-6	-10
24	1.1	-1	-3	-11

# The list goes on.
nr	molecule	M4 antag	M1 PAM	CHO parental Ca	OXTR potentiate	M1 antag
25	CCCn1c(SCC(=O)OCC)nc(C(F)(F)F)cc1=O	-8	4	-10	3	-6
26	CCCCn1cnc2c(SCc3ccc(Br)cc3)nc(N)nc21	-13	-6	x	x	2
27	Cc1ccccc1N(C(=O)c1ccccn1)C(C(=O)NCc1ccccc1)c1ccncc1 (stereo not drawn)	-9	14	-5	-14	-3
28	C/C(CC(=O)Nc1cccnc1)=N\NC(=O)C(=O)NC(C)C	6	9	-1	-1	-10
29	CN(C)CCCNC(=O)C[C@H]1C[C@H](C(=O)N2CCCCC2)[C@@]2(C)c3[nH]c4cc(-c5ccco5)ccc4c3CCN2C1=O	-4	2	-27	x	-6
30	Cc1ccnc(NC(=O)C2CCN(S(=O)(=O)c3ccc4ccccc4c3)CC2)c1	-2	0	-20	8	-6
31	Cc1ccccc1OCc1nc(-c2ccc(NC(=O)c3ccc4c(c3)OCO4)cc2)no1	8	-4	-14	-7	-3
32	COc1cc(OC)c(NC(=O)CN(C)S(=O)(=O)c2ccc(-c3ccc(=O)[nH]n3)s2)cc1Cl	-2	18	-14	-11	-19
33	Cc1cc(C)cc(-n2nnc3ccccc3c2=O)c1	1	-1	x	x	0
34	Cc1ccc(Nc2nc(N)c([N+](=O)[O-])c(N3CCC(C)CC3)n2)cc1C	-8	-1	-13	-5	4
35	O=C(COC(=O)c1cc([N+](=O)[O-])ccc1N1CCOCC1)NC1CCS(=O)(=O)C1 (stereo not drawn)	-12	-2	-6	2	8
36	CCc1ccc(-c2csc3ncn(CC)c(=O)c23)cc1	6	11	-12	4	-10

nr	M1 ag parental	CHRM4 agonist	M1 ag	CHO-K1 Ca antag
25	-0.7	0	-8	-6
26	0.5	6	1	-12
27	-0.1	1	5	-10
28	0.1	2	-3	15
29	0.0	0	-6	-3
30	0.7	0	-5	-3
31	0.3	2	-3	21
32	3.9	5	-3	-17
33	-0.3	-1	-6	0
34	0.0	0	-5	-10
35	0.3	0	-1	-8
36	-0.6	-1	-9	0

# The list continues:
nr	molecule	M4 antag	M1 PAM	CHO parental Ca	OXTR potentiate	M1 antag
37	CC(C)N1CCc2c(sc(NC(=O)Cc3ccccc3)c2C#N)C1	-8	6	-2	-3	4
38	COc1ccc(C=O)cc1CN1C(=O)c2ccccc2C1=O	15	2	-13	-4	-11
39	COc1ccc(OC)c(N=C(N)N=C(N)N)c1	-5	13	5	-4	-18
40	COc1ccccc1C(=O)NCCOc1ccc(C(C)(C)C)cc1	-3	-5	1	-7	0
41	CC(C)(C)OC(=O)NN1CC(=O)N2Cc3ccccc3C[C@@H]2C1=O	-19	5	-8	-2	-15
42	O=C(/C=C/c1ccco1)Nc1ccc(C(=O)N2CCOCC2)cc1	-6	3	-2	-6	-2
43	Cc1cccc(C(=O)c2ccccc2C(=O)O)c1O	9	4	7	-5	-5
44	CC(C)NC(=O)CCn1nc(-c2ccc(Cl)cc2)c2ccccc2c1=O	0	8	-14	-13	-1
45	Cc1ccc(OCC(=O)NNC(=O)Cn2c(=O)cnc3ccccc32)cc1	1	5	-9	-3	-3
46	Cc1ccc(CCNc2ccc3ccccc3c2)cn1	3	6	-23	-28	-8
47	CCCC(=O)C1C(=O)CC(CC(C)SCC)CC1=O (stereo not drawn)	-4	-6	-13	2	9
48	COc1cc(NC(=O)CCN2C(=O)NC3(CCCC3)C2=O)c(OC)cc1Cl	6	3	-16	-6	-2

nr	M1 ag parental	CHRM4 agonist	M1 ag	CHO-K1 Ca antag
37	0.1	x	-7	25*
38	-0.2	1	-6	-2
39	0.2	1	-2	-5
40	6.8	7	-2	-1
41	2.4	3	-2	-7
42	0.7	2	-5	10
43	0.3	-1	-6	-15
44	0.0	0	0	-4
45	1.4	1	-2	-7
46	1.2	4	-3	12
47	0.1	2	-4	-1
48	0.1	2	-2	-19

# Next results:
nr	molecule	M4 antag	M1 PAM	CHO parental Ca	OXTR potentiate	M1 antag
49	CCc1ccc(CNC(=O)CCCC(=O)n2nc(C)c3ccccc32)cc1	5	14	-26	1	-9
50	C=CCOn1c(=O)c(-c2ccc(Cl)cc2)[n+]([O-])c2ccccc21	6	13	x	x	-15
51	COn1c(C)c(C)c2c3nonc3ccc21	-3	1	x	x	0
52	COc1ccc(N2CCN(C(=O)c3sc4nc(-c5ccc(F)cc5)cn4c3C)CC2)cc1	-19	-1	-5	-3	-4
53	COC(=O)CN(Cc1ccccc1)S(=O)(=O)c1ccc(OC)c(OC)c1	-1	8	-8	-2	-28
54	O=C(NC(=O)c1cccc(Cl)c1)OC[C@@H]1CCCN2CCCCC12 (stereo partly drawn)	-6	7	-3	-3	-11
55	FC(F)(F)c1cccc(NCc2cn3cccnc3n2)c1	-4	10	-2	-7	-19
56	COc1ccccc1NS(=O)(=O)c1ccc(Cl)c(NC(=O)CN2C(=O)c3ccccc3C2=O)c1	3	8	-23	-7	-6

nr	M1 ag parental	CHRM4 agonist	M1 ag	CHO-K1 Ca antag
49	-0.4	-1	-3	-18
50	0.7	0	-3	-5
51	-0.1	0	-3	-9
52	0.0	1	-1	-5
53	0.7	1	-1	-18
54	0.2	1	-13	-1
55	1.3	2	-8	-14
56	3.9	5	-3	-5
